Compound activity (PubChem BioAssay)
MMP13 inhibition = MMP13 inhibitors among fluorescent compounds, confirmation, biochemical, possible fluorescent artifacts, delta fluorescence (AID 734) | MMP13 fTHP FRET cleavage, delta fluorescence 4 h; active compounds read high | inhibition, %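 (each compound tested at 4 µM nominal in triplicate)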 | 5,100 tested, under 10 active;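 active = inhibition above the mean inhibition over all tested compounds plus 3 SD, cut at about 75% in these data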;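 note: 0% = DMSO only wells and 100% = 8 µM reference MMP13 inhibitor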
Active calls of the source: *. This is a subset; the hit share may differ from the screen's.

SMILES	MMP13 inhibition
O=C(c1cc2nc(-c3ccccc3)cc(-c3ccccc3)n2n1)N1CCC2(CC1)OCCO2	5.3
Cc1ccc2c(c1)C(c1ccccc1)NCC(=O)N2 (stereo not drawn)	2.4
CCOC(=O)c1c(N)n(CCCOC(=O)c2ccco2)c2nc3ccccc3nc12	-17.2
CCCNC(=O)c1c(N)n(Cc2ccc3c(c2)OCO3)c2nc3ccccc3nc12	11.6
O=C(CCc1nc(-c2ccccc2F)no1)N1CCC2(CC1)OCCO2	2.0
COc1ccc2c(c1)c(C(=O)O)c(C)n2CC(C)C	9.7
Nc1ccccc1N=Cc1c(O)n(CCC2=CCCCC2)c(=O)[nH]c1=O	8.6
c1ccc2oc(N3CCNCC3)nc2c1	0.7
CC(=O)N1CCC2(CC1)CC(=O)c1cc(OCC(=O)N3CCN(C)CC3)ccc1O2	-1.0

Four of these compounds in another layout:
SMILES | MMP13 inhibition
O=C(c1cc2nc(-c3ccccc3)cc(-c3ccccc3)n2n1)N1CCC2(CC1)OCCO2 | 5.3
Cc1ccc2c(c1)C(c1ccccc1)NCC(=O)N2 (stereo not drawn) | 2.4
CCOC(=O)c1c(N)n(CCCOC(=O)c2ccco2)c2nc3ccccc3nc12 | -17.2
CCCNC(=O)c1c(N)n(Cc2ccc3c(c2)OCO3)c2nc3ccccc3nc12 | 11.6
